PLCg1 inh: PLC-gamma1 enzyme inhibitors, primary screen, biochemical, fluorescence, purified enzyme. 1-phosphatidylinositol 4,5-bisphosphate phosphodiesterase gamma-1 (Homo sapiens), P19174. fluorogenic substrate. inhibition, % at 12.2 µM. hit rate 0.84% among 370,000; in the data active means inhibition above about 9.5%
proKLK7 act: proKLK7 zymogen activators, primary screen, biochemical, fluorescence intensity. purified proKLK7, EDANS-DABCYL substrate fluorescence; 100% is mature enzyme control, 0% vehicle. activation, % at 7 µM. hit rate 0.9% among 370,000. AID 652039, 2013;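 active means activation above the mean of all tested compounds plus 3 SD, computed per campaign excluding outliers beyond control limits, cut at about 13% in these data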
ARFGAP1 inh: inhibitors of rat ARFGAP1 GAP activity, primary screen, biochemical, fluorescence polarization, GDP tracer; ADP-ribosylation factor GTPase-activating protein 1 (Rattus norvegicus), Q62848; Arfgap1-stimulated ARF1 GTP hydrolysis, GDP FP detection; inhibition, % at 16.5 µM; hit rate 0.26% among 360,000; AID 651572, 2012;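 active means inhibition above a per-plate limit, mean inhibition of low control wells plus 3 SD, cut at about 25% in these data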;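 further: 0% = DMSO wells with enzyme and 100% = wells lacking Arfgap1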
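Replicates: Single well per compound | Assay system: Truncated rat Arfgap1 GAP domain | Control set: No-Arfgap1 wells (100%) versus DMSO full-reaction wells (0%) | Times: Enzyme reaction 120 min at 25 °C after 20 min preincubation | Reagent: Human ARF1(Δ1-17)-GTP substrate | Measured by: Tracer-displacement fluorescence polarization with EDTA stop, 620/688 nm | Measure: Percent inhibition of Arfgap1-stimulated GTP hydrolysis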
Tn7 DDE FP: inhibitors of Tn7 peptide binding to fibrin DD(E), primary screen, biochemical, fluorescence polarization, human fibrin, Tn7 probe. Fibrinogen beta chain (Homo sapiens), P02675. FP displacement of FITC-Tn7 peptide from fibrin DD(E); 0% = median of compound wells per plate. inhibition, % at 8.3 µM. hit rate 0.13% among 370,000;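 active means inhibition above the mean of compounds falling within the control limits plus 3 SD of them, cut at about 14% in these data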;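 further: 0% = plate median of compound wells and 100% = 10 µM Aha-Tn7 peptide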
Target sequence (P02675 whole entry, looked up): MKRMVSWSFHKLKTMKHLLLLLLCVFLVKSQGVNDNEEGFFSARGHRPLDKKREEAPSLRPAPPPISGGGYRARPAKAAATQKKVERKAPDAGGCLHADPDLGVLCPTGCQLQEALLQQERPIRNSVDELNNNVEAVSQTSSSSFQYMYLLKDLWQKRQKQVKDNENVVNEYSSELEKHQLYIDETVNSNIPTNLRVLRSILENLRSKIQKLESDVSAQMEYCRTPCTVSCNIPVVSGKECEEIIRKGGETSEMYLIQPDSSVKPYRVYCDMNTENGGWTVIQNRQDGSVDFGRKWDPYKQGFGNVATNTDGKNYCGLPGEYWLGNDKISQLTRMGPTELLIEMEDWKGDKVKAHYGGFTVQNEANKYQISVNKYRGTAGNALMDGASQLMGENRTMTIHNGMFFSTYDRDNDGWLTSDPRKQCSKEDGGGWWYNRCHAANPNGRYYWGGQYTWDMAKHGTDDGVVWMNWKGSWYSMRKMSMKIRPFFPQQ
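system = human fibrin DD(E) protein | quantity = DD(E) 2 µM final | medium = Tris/NaCl/CaCl2 buffer, pH 7.8 | also added = labelled Tn7 tracer, 0.1 µM | compound dosing = single point at 8.3 µM | timing = compound with protein 10 min, then 3 h after probe, room temperature | signal = FP measurement | benchmarks = Aha-Tn7 high control | repeats = one replicate per compound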
Rev-erbA mod: modulators of Rev-erb alpha DNA binding, primary screen, biochemical, FITC-DNA, fluorescence polarization, uHTS. Nuclear receptor subfamily 1 group D member 1 (Homo sapiens), P20393. Rev-erbα–FITC-DNA binding, 90 min. activity, % at 10 µM. hit rate 0.79% among 370,000;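 active means activity above about 14%, limit read from the data; passing the limit was not always enough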;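 further: 0% = DMSO wells with 35 nM protein and 100% = DMSO wells with 750 nM protein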
Target sequence (P20393 whole entry, looked up): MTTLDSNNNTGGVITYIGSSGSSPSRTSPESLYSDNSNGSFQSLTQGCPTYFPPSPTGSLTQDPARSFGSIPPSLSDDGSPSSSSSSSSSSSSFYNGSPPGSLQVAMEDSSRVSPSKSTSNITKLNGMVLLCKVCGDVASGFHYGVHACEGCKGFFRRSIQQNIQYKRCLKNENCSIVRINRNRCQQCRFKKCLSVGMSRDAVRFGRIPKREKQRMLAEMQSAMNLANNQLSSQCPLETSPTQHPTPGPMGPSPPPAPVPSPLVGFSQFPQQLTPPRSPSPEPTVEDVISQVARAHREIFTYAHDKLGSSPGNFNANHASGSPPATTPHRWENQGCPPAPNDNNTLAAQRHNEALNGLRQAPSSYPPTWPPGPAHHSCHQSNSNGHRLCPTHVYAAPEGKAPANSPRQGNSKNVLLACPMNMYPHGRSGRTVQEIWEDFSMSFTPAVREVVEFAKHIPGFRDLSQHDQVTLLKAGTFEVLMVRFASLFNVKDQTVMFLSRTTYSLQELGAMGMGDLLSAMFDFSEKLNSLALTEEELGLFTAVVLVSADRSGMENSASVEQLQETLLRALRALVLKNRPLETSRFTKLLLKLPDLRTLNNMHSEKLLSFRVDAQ
Tn6 DDE FP: inhibitors of Tn6 peptide binding to fibrin DD(E), primary screen, biochemical, fluorescence polarization, human fibrin, Tn6 probe | Fibrinogen beta chain (Homo sapiens), P02675 | Fibrin DD(E) TRITC-Tn6 fluorescence polarization displacement | inhibition, % at 8.3 µM | hit rate 0.21% among 370,000 | AID 720509, 2013;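 active means inhibition above a per-campaign cutoff: mean of compounds within control limits plus 3 SD, cut at about 15% in these data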;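 further: 0% = median of all compound wells on the plate and 100% = blocking peptide control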
PLC-beta3 inh: human PLC-beta3 inhibitors, primary screen, biochemical, fluorescence; 1-phosphatidylinositol 4,5-bisphosphate phosphodiesterase beta-3 (Homo sapiens), Q01970; Purified PLC-beta3, fluorogenic substrate; inhibition, % at 12.2 µM; hit rate 0.18% among 370,000; AID 720704, 2013; in the data active means inhibition above about 11%;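 further: 0% = median of compound wells on plate and 100% = full blocker control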
UHRF1 binding: UHRF1 methylated DNA binding inhibitors, primary screen, counter-screen for MBD2 inhibitor project, biochemical, TR-FRET, human UHRF1, single concentration | inhibition, % at 4.4 µM | E3 ubiquitin-protein ligase UHRF1 (Homo sapiens), Q96T88 | hit rate 0.75% among 370,000 | UHRF1 binding to methylated oligo; in the data active means inhibition above about 21%;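 further: UHRF1 SRA domain binding a hemimethylated CpG hairpin DNA probe; 0% = median of test compound wells and 100% = reference inhibitor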
sPLA2-III inh: human group III sPLA2 inhibitors, primary screen, biochemical, QFRET, BODIPY PC-A2 liposome substrate. hit rate 0.56% among 370,000. Group 3 secretory phospholipase A2 (Homo sapiens), Q9NZ20. inhibition, % at 12.2 µM. AID 743126, 2013. QFRET BODIPY PC-A2 liposome hydrolysis, fluorescence;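 active means inhibition above mean plus 3 SD of compounds lying within the high and low control bounds, cut at about 19% in these data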;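 further: 0% = median of test compound wells and 100% = no enzyme DMSO wells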
ASAP1 inh: inhibitors of human ASAP1 ArfGAP activity, primary screen, biochemical, fluorescence polarization; Arf-GAP with SH3 domain, ANK repeat and PH domain-containing protein 1 (Homo sapiens), …; hit rate 0.19% among 360,000; ASAP1-stimulated ARF1 GTP hydrolysis, GDP FP detection; AID 624377, 2012; inhibition, % at 16.5 µM; in the data active means inhibition above about 25%;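 further: 0% = vehicle with enzyme and substrate and 100% = no enzyme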
The depositor's hits bear a star; · = not tested or not shown. Outcome played no part in choosing rows; about 4.5% have a hit in one of these screens.

SMILES	PLCg1 inh	proKLK7 act	ARFGAP1 inh	Tn7 DDE FP	Rev-erbA mod	Tn6 DDE FP	PLC-beta3 inh	UHRF1 binding	sPLA2-III inh	ASAP1 inh
CC(=O)Nc1sc2c(c1CN1CCN(c3ccc(F)cc3)CC1)CCCC2	3	-0.2	0	2	0	0	9	7	10	4
C[C@]12CC[C@H](O)CC1=C[C@H](O)C1C2CC[C@@]2(C)C1CC[C@@]2(O)C#Cc1ccc(CN)cc1 (stereo partly drawn)	6	-0.1	6	0	-4	-14	-3	4	6	-1
CC(OC(=O)CCN=C1NS(=O)(=O)c2ccccc21)C(=O)Nc1ccc(N(C)C)cc1 (stereo not drawn)	1	0.0	-6	2	-3	-2	-4	-4	14	-8
Cc1ccc(NC(=O)c2sc3nc(N)c(C#N)cc3c2N)cc1	-33	-0.8	-1	2	1	8	-47	-1	-1	-4
CSc1nc2nc3c(cn2n1)C(=O)CC(c1ccccc1)C3 (stereo not drawn)	-15	0.6	10	-8	-2	3	-27	0	1	-3
CCOC(=O)c1c(-c2ccc(C)cc2)csc1NC(=O)c1cc2ccccc2oc1=O	2	-0.1	3	7	-2	3	-5	1	8	9
CC[C@]12c3[nH]c4cc(-c5ccco5)ccc4c3CCN1C(=O)[C@@H](CC(=O)NCc1ccc(OC)c(OC)c1)C[C@@H]2C(=O)N1CCN(C(=O)c2ccco2)CC1	-241	122*	8	6	-5	-9	-355	-1	-16	10
Cc1ccc(C(=O)NNC2=NCCC2)cc1	3	0.4	-3	2	-3	4	-2	-1	5	-16
O=C(CSc1ccc2ccccc2c1)NCCCN1CCCC1=O	-2	0.0	2	2	1	-1	3	-4	0	-12
COCCN1CC(CNC(=O)c2cc(COc3ccccc3SC)on2)CC1=O (stereo not drawn)	-1	-0.2	11	-3	0	-4	-4	0	-3	5
CC1(C(=O)OCC(=O)Nc2ccc(Cl)cn2)CC1(Cl)Cl (stereo not drawn)	-2	0.7	-2	-2	6	0	0	-1	-5	6
Cc1nn(C)cc1CN(C)Cc1ccc(OCC(O)CN2CCCCC2)cc1 (stereo not drawn)	1	0.4	-8	3	2	6	-7	2	3	-9
Cc1c(NC(=S)NC(=O)c2cccc(Cl)c2)c(=O)n(-c2ccccc2)n1C	-1	0.1	7	6	-5	4	-7	1	12	-12
COc1ccc(S(=O)(=O)N2CCC(C(=O)NC3CC3)CC2)cc1C	3	-0.8	10	4	-4	-6	-12	2	9	-4
COc1cccc(-c2nc(-c3ccc4c(c3)NC(=O)CO4)cs2)c1	-5	-0.9	0	1	0	-6	-13	1	-19	6
Cc1cc(C(=O)CSc2ncccn2)c(C)n1-c1cccc(F)c1	-2	0.8	0	4	-2	-10	-1	4	-3	10
CN(C)C(CNC(=O)c1ccc2ccccc2n1)c1ccccc1 (stereo not drawn)	-1	-0.4	3	-2	-2	3	-2	-1	-1	15
Cc1cccc(NC(=O)CCC(=O)OCc2ccc(Br)cc2)c1	-2	-0.4	15	2	-2	-5	2	3	5	-11
Cn1cccc1C(=O)N1CCN(S(=O)(=O)c2ccc([N+](=O)[O-])cc2)CC1	-2	-0.2	·	-7	-1	3	2	-4	-4	·
COc1cccc(C2=NOC(C(=O)NCc3ccc(F)cc3)C2)c1 (stereo not drawn)	-1	0.3	13	1	-5	6	-1	-2	1	4
O=C(O)C(=Cc1ccncc1)c1cccc2ccccc12	-3	-0.1	6	5	-4	5	-5	0	-7	17
COC(=O)COn1c(SC(C)C)nc2ccccc2c1=O	0	-0.4	-1	-1	-1	0	-5	0	0	-3
O=C(Nc1cccn(Cc2c(Cl)cccc2Cl)c1=O)c1c(Cl)cccc1Cl	2	0.2	2	-5	1	-2	3	-2	-1	5
CC[C@H](NC(=O)[C@@H](Cc1ccccc1)NC(=O)[C@H]1O[C@@H](n2ccc(=O)[nH]c2=O)[C@H](O)[C@@H]1O)c1ccccc1	4	-0.4	-6	-1	0	2	4	-3	0	2
CC1(C)Cc2c(sc3ncn4c(=S)[nH]nc4c23)CO1	1	0.4	-4	4	-1	6	-8	-2	4	-6
SMILES	PLCg1 inh	proKLK7 act	ARFGAP1 inh	Tn7 DDE FP	Rev-erbA mod	Tn6 DDE FP	PLC-beta3 inh	UHRF1 binding	sPLA2-III inh	ASAP1 inh
COc1cc(CC(CC(=O)O)CC(C)OCc2ccccc2)cc(OC)c1 (stereo not drawn)	-2	0.1	-11	-3	-1	-1	-2	0	-8	8
Cc1cc(C)cc(N(C(=O)c2ccccn2)C(C(=O)NC2CCCCC2)c2cccs2)c1 (stereo not drawn)	5	0.5	-1	-3	2	6	6	0	1	-4
O=C(CSc1cccc[n+]1[O-])Nc1cc(S(=O)(=O)N2CCOCC2)ccc1Cl	2	0.5	10	-3	4	-1	-2	1	5	7
O=C(Nc1ccc(Br)cc1F)c1ccc2c(c1)N(Cc1ccccc1)C(=O)CS2=O (stereo not drawn)	-1	0.3	1	-3	-4	-8	-9	3	-15	7
COC(=O)c1ccc(Cn2nc(-c3ccc(C)c(C)c3)ccc2=O)cc1	2	-0.2	5	-2	7	5	1	0	-5	13
O=C(CCCCl)NC(=S)Nc1ccc(CN2CCOCC2)cc1	2	-0.1	-1	5	0	-5	3	-4	-4	-12
O=C(Cn1c(=O)oc2cc(S(=O)(=O)N3CCCC3)ccc21)NC1CCCc2ccccc21 (stereo not drawn)	2	-0.6	1	10	-3	5	1	0	9	-3
CCOC(=O)[C@]12CCC=C1N(Cc1ccco1)C(=O)[C@H](CC(=O)NCc1cccs1)C2	-3	0.2	-13	3	-1	2	-4	1	-6	-9
CCOc1ccc(C2c3cc(OC)c(OC)cc3CC(=O)N2c2ccccc2)cc1 (stereo not drawn)	4	-0.1	-2	0	8	-4	2	2	-7	1
Cc1ccc(C)c(N2CCN(C(=O)CCS(=O)(=O)c3ccc4c(c3)oc(=O)n4C)CC2)c1	1	-0.1	9	1	-7	9	-1	-3	1	3
COc1ccccc1OCC(=O)Nc1ccc(Cl)cc1	1	0.6	10	7	4	-1	3	0	-3	7
Cc1ccc2cc3c(NC(=O)c4ccco4)nn(C)c3nc2c1	-408	-1.2	6	4	5	-4	-453	-10	-6	12
O=C(O)C[C@H]1c2ccc(C(F)(F)F)cc2S(=O)(=O)N1C1CCCCC1	-2	0.4	-1	-5	1	2	-2	1	-1	6
COc1ccccc1NC(=O)CCN1C(=O)/C(=C\c2cc(OC)c(OC)c(OC)c2)SC1=S	-1	0.2	3	4	0	-4	-5	2	1	4
O=C(Nc1ccc2c(c1)CCCN2C(=O)c1cccs1)c1ccccc1	2	0.3	7	-3	4	-4	-4	-3	-6	1
Cc1ccc(C(=O)NCCc2cc3ccc(C)c(C)c3[nH]c2=O)cc1[N+](=O)[O-]	0	0.6	4	-6	2	-2	0	6	19	7
CC(=O)NCCC(=O)Nc1nc(-c2cccs2)c(-c2cccs2)s1	-132	-0.8	12	0	16	7	-146	-1	0	-8
CCS(=O)(=O)N1Cc2ccccc2CC1C(=O)Nc1nnc(C2CC2)s1 (stereo not drawn)	0	-0.5	0	-1	1	9	-7	-2	-2	0
Cc1cccc2cc(C#N)c(N3CCN(C)CC3)nc12	-33	5.9	-3	-6	10	-5	-42	-7	-1	6
CN1CCN(c2ccccc2NC(=O)c2ccc(-c3ccc(Cl)cc3Cl)o2)CC1	-8	-0.2	1	-4	-3	2	-9	1	-5	1
COc1ccc(S(=O)(=O)N2CCC(C(=O)NN3CCCCC3)CC2)cc1	2	-0.1	11	-4	2	-2	3	-1	-4	-4
C=CCn1c(SCC(=O)Nc2sc(C)c(C)c2C(=O)OCC)nnc1-c1sc(N)nc1C	1	-0.5	5	0	-1	1	5	-1	3	16
COc1ccc(N(CC(=O)Nc2cccc(C)c2)S(=O)(=O)c2c(C)n[nH]c2C)cc1	6	0.6	3	6	-1	2	7	-2	-28	12
CCNC(=O)c1sc(=S)n(CC)c1N	2	0.4	7	0	-2	8	1	-6	12	5
CCN1C(=O)[C@@H]2[C@@H]3CN(S(=O)(=O)c4ccc(C)cc4)[C@@H](c4cccc5ccccc45)[C@@H]3C(=O)C[C@@H]2C1=O	1	-0.3	-7	9	2	-3	2	-2	-2	-1
SMILES	PLCg1 inh	proKLK7 act	ARFGAP1 inh	Tn7 DDE FP	Rev-erbA mod	Tn6 DDE FP	PLC-beta3 inh	UHRF1 binding	sPLA2-III inh	ASAP1 inh
CCCCC(=O)NC(=S)Nc1ccc(S(=O)(=O)N2CCCC2)cc1	2	0.0	-9	-2	1	1	1	-3	-6	0
COc1ccc2c(c1)c(CC(=O)Nc1cccc(S(N)(=O)=O)c1)c(C)n2C(=O)c1ccc(Cl)cc1	-3	1.3	-5	4	0	-8	-13	-3	-35	2
Cc1cc(OCCCCNC(C)C)cc(C(C)C)c1	0	0.0	4	-6	0	-1	0	1	6	-2
O=C(O)c1cccc(S(=O)(=O)Nc2ccc(Oc3ccccc3)cc2)c1	-8	0.6	-1	-9	0	-3	-7	-1	-32	2
CCN(C(=O)Cn1cc(C(F)(F)F)ccc1=O)c1c(N)n(Cc2ccccc2)c(=O)[nH]c1=O	0	-0.2	5	4	2	-6	-3	-3	-4	-12
Cc1cnn(CCC(=O)NNC(=S)NCC(C)C)c1	5	0.2	5	-1	0	-4	1	5	22*	11
COc1cccc(C(=O)COC(=O)c2ccc(NC(=O)c3ccccc3)cc2)c1	0	0.1	-3	0	-3	-1	2	-2	1	-2
N#Cc1ccccc1OCC(=O)Nc1ccc2c(c1)OCCCO2	-2	0.4	6	1	2	-7	-6	4	2	-4
O=C(Nc1ccccc1N1CCOCC1)c1ccc2c(c1)OCO2	3	-0.2	2	-5	-3	1	-1	1	5	-5
O=C(Cn1cc[n+](CC(=O)c2ccccc2)c1)c1ccccc1	4	-0.1	-5	-3	4	4	2	-1	-33	9

Bioassay records as filed in PubChem BioAssay.
